Screening results from PubChem.
TNAP inhibition – inhibition of tissue-nonspecific alkaline phosphatase – biochemical, luminescent (AID 518); purified TNAP enzyme, luminescent substrate readout; higher % means a stronger effect; inhibition, % at 20 µM; hits with a dose series show IC50 in µM; 0.09% of 64,000 active; in the data active = a potency from the dose series; inactive = the rest, 99 in 100 with inhibition below about 22%;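 also: plate controls were vehicle for no effect and reference inhibitor for full effect; many of its hits are not listed in these tables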
PMK inhibit – S. pneumoniae PMK inhibition | purified PMK, PK/LDH-coupled NADH absorbance 340 nm | inhibition, % at 10 µM | 0.49% of 65,000 active | AID 539;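 active = top-ranked compounds by inhibition in the single 10 µM screen, taking a fixed number of the strongest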;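 also: 0% = full reaction with DMSO carrier and 100% = background rate without enzyme reaction; no value below 0 was filed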
Bfl-1 displacement – Bfl-1 inhibitors, primary screen, biochemical, fluorescence polarization, FITC-Bid, mouse (AID 432) | FITC-Bid BH3 peptide fluorescence polarization displacement; higher % means a stronger effect | one-dose displacement, % at 20 µM; IC50 in µM for titrated hits | 0.02% of 64,000 active; in the data active = a potency from the dose series; inactive = the rest, 99 in 100 with displacement below about 15%; also: strong numbers were not always called active
DPM-DC inhibit – blocks S. pneumoniae diphosphomevalonate decarboxylase; purified DPM-DC, PK/LDH coupled NADH fluorescence; 0.49% of 65,000 active; calls only at 10 µM;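 active = the 320 compounds with the highest percent inhibition in the single-dose primary screen, excluding strongly autofluorescent ones, cut at about 32% in these data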;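 also: kinetic rate of NADH fluorescence loss reporting ADP formed by the decarboxylase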
HPDE-C7 viability – HPDE-C7 pancreatic duct cell viability loss – fluorescence, HTS (AID 430); HPDE-C7 pancreatic duct cells viability, fluorescence; higher % means a stronger effect; 1.8% of 63,000 active; cytotoxicity, % at 10 µM; hits with a dose series show EC50 in µM;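 also: cells exposed to compound for 48 hours before viability readout; 0% = vehicle and 100% = reference cytotoxic drug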
HT1080 cytotoxicity – HT1080 cell viability loss – fluorescence readout (AID 620); cytotoxicity, % at 10 µM; hits with a dose series show EC50 in µM; 0.42% of 87,000 active; HT1080 viability, fluorescence; higher % means a stronger effect;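 also: cells exposed to compound overnight then 4 h with Alamar Blue; 0% = vehicle DMSO and 100% = killing control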
KRASV12 cytotoxicity – viability loss of HPDE-C7K cells – cell-based, fluorescence, HTS, primary screen (AID 431). HPDE-C7K KRASV12 cells, Alamar Blue viability, 48 h; higher % means a stronger effect. one-dose cytotoxicity, % at 10 µM; EC50 in µM for titrated hits. 1.7% of 63,000 active;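 active = compounds whose percent cytotoxicity in the single-dose primary screen, scaled between solvent and toxic-drug controls, exceeds 50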;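 also: 0% = DMSO solvent wells and 100% = doxorubicin-treated wells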
MK inhibit – S. pneumoniae mevalonate kinase inhibition; purified MK, PK/LDH-coupled NADH absorbance 340 nm; inhibition, % at 10 µM; 0.48% of 65,000 active; AID 555;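 active = ranked among the strongest by inhibition in the single 10 µM screen, a fixed top-ranked set picked for dose follow-up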; also: no value below 0 was filed
LYP inhibition – LYP phosphatase inhibitors, primary screen, biochemical, DiFMUP fluorescence, recombinant catalytic domain, 10 µM (AID 606) | recombinant LYP catalytic domain, DiFMUP fluorescence; higher % means a stronger effect | one-dose inhibition, % at 10 µM; IC50 in µM for titrated hits | 52,000 tested, under 10 active;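 active = IC50 under 40 µM in the dose-response test; inactive = IC50 of 40 µM or more, or never dose-tested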
PMK inhibit pilot replicates – further read-out of PMK inhibit, marked with its call; inhibition, %; measured here: pilot screen replicates
MK inhibit pilot replicates – further read-out of MK inhibit, marked with its call; inhibition, %; measured here: pilot screen replicates
DPM-DC inhibit pilot screen % – also measured in DPM-DC inhibit; calls as there; inhibition, %; measured here: pilot screen trials
The depositor's hits bear a star; i = inactive; x = not tested or not shown; & = joins results of further samples. Rule as the data show it, unless noted: active = cytotoxicity above about 50%; inactive = the rest.

A first look:
SMILES	TNAP inhibition	PMK inhibit	Bfl-1 displacement	DPM-DC inhibit	HPDE-C7 viability	HT1080 cytotoxicity	KRASV12 cytotoxicity	MK inhibit	LYP inhibition	others
CCC(=O)N1CCc2cc(S(=O)(=O)N3CCc4ccccc4C3)ccc21	10%	13	0%	i	4%	x	0%	0	5%
CN(c1ccc(F)cc1)S(=O)(=O)c1ccc2[nH]cc(C(=O)O)c(=O)c2c1	10%	9	0%	i	-5%	29%	8%	0	16%
Cc1[nH]c(=O)[nH]c(=O)c1CSc1nnc([C@H](CC(C)C)NC(=O)OC(C)(C)C)o1	6%	14	-3%	i	5%	0%	6%	3	12%
N#Cc1nc(COc2ccccc2F)oc1NCCCn1ccnc1	15%	5	0%	i	-4%	5%	3%	0	x
COc1ccc(/C=C/C(O)=C2/C(=O)N(C)C3(C)CC2c2ccccc2O3)cc1 (stereo not drawn)	6%	4	-6%	i	26%	32%	5%	5	x
COc1ccccc1-c1nc(C#N)c(N2CCN(c3cccc(Cl)c3)CC2)o1	15%	18	-4%	x	10%	-2%	4%	17	x
COc1ccc(C2CC(c3ccc(Cl)cc3)n3nc(N)nc3N2)cc1 (stereo not drawn)	1%	20	1%	i	-4%	1%	2%	6	17%
O=C(O)c1cc2cc(F)ccc2[nH]1	6%	14&1	-12%	i	10%	x	-8%	8&9	x	PMK inhibit pilot replicates=4.5;MK inhibit pilot replicates=0.0;DPM-DC inhibit pilot screen %=1.0
COc1cc(OC)c2c(C)cc(=O)oc2c1	13%	14	-3%	x	-1%	-1%	0%	13	-7%
CC1CN(C(=O)CN2C(=O)NC3(CCCCCCC3)C2=O)CC(C)O1 (stereo not drawn)	6%	13	-6%	i	-5%	9%	-7%	10	10%
O=C(COC(=O)C1CC2C=CC1C2)NCc1ccco1 (stereo not drawn)	12%	13	4%	i	-9%	10%	-11%	0	8%
O=C(O)CCC1COc2ccccc2O1 (stereo not drawn)	4%	0	-4%	i	-3%	1%	4%	8	0%
O=S(=O)(c1ccc(OCC(O)CN2CCN(c3ccc(F)cc3)CC2)cc1)N1CCOCC1 (stereo not drawn)	7%	4	-4%	i	-5%	5%	-19%	3	-13%

The whole of this part (from the top)
SMILES	TNAP inhibition	PMK inhibit	Bfl-1 displacement	DPM-DC inhibit	HPDE-C7 viability	HT1080 cytotoxicity	KRASV12 cytotoxicity	MK inhibit	LYP inhibition	others
CCC(=O)N1CCc2cc(S(=O)(=O)N3CCc4ccccc4C3)ccc21	10%	13	0%	i	4%	x	0%	0	5%
CN(c1ccc(F)cc1)S(=O)(=O)c1ccc2[nH]cc(C(=O)O)c(=O)c2c1	10%	9	0%	i	-5%	29%	8%	0	16%
Cc1[nH]c(=O)[nH]c(=O)c1CSc1nnc([C@H](CC(C)C)NC(=O)OC(C)(C)C)o1	6%	14	-3%	i	5%	0%	6%	3	12%
N#Cc1nc(COc2ccccc2F)oc1NCCCn1ccnc1	15%	5	0%	i	-4%	5%	3%	0	x
COc1ccc(/C=C/C(O)=C2/C(=O)N(C)C3(C)CC2c2ccccc2O3)cc1 (stereo not drawn)	6%	4	-6%	i	26%	32%	5%	5	x
COc1ccccc1-c1nc(C#N)c(N2CCN(c3cccc(Cl)c3)CC2)o1	15%	18	-4%	x	10%	-2%	4%	17	x
COc1ccc(C2CC(c3ccc(Cl)cc3)n3nc(N)nc3N2)cc1 (stereo not drawn)	1%	20	1%	i	-4%	1%	2%	6	17%
O=C(O)c1cc2cc(F)ccc2[nH]1	6%	14&1	-12%	i	10%	x	-8%	8&9	x	PMK inhibit pilot replicates=4.5;MK inhibit pilot replicates=0.0;DPM-DC inhibit pilot screen %=1.0
COc1cc(OC)c2c(C)cc(=O)oc2c1	13%	14	-3%	x	-1%	-1%	0%	13	-7%
CC1CN(C(=O)CN2C(=O)NC3(CCCCCCC3)C2=O)CC(C)O1 (stereo not drawn)	6%	13	-6%	i	-5%	9%	-7%	10	10%
O=C(COC(=O)C1CC2C=CC1C2)NCc1ccco1 (stereo not drawn)	12%	13	4%	i	-9%	10%	-11%	0	8%
O=C(O)CCC1COc2ccccc2O1 (stereo not drawn)	4%	0	-4%	i	-3%	1%	4%	8	0%
O=S(=O)(c1ccc(OCC(O)CN2CCN(c3ccc(F)cc3)CC2)cc1)N1CCOCC1 (stereo not drawn)	7%	4	-4%	i	-5%	5%	-19%	3	-13%
Cn1ccnc1SCC(=O)c1cc2ccccc2o1	12%	5	-13%	i	0%	2%	-6%	4	x
CC(=NCc1cccnc1)C1=C(O)c2ccccc2C1=O	9%	6	-7%	i	-8%	-2%	-5%	6	x
COC(=O)CC1Oc2ccccc2N(Cc2ccccc2)C1=O (stereo not drawn)	0%	0	-1%	i	1%	-4%	4%	4	17%
CCn1c(NCc2ccc(N(C)C)cc2)nc2ccccc21	14%	11	1%	i	4%	-8%	8%	6	-5%	PMK inhibit pilot replicates=3.5;MK inhibit pilot replicates=0.0;DPM-DC inhibit pilot screen %=1.5
CCOc1c(Cl)cc(C(=O)NCCN2CCCCC2)cc1Cl	13%	0	2%	i	2%	3%	-7%	8	-1%
CCCCNC(=O)CC(NS(=O)(=O)c1ccc(C)cc1)c1ccco1 (stereo not drawn)	-12%	23	1%	i	0%	0%	-5%	6	11%
Cc1ccc(-c2noc(C3CCCN(C(=O)c4ccc(F)cc4F)C3)n2)cc1 (stereo not drawn)	15%	8	2%	i	-14%	-4%	-13%	0	6%	PMK inhibit pilot replicates=0.0;MK inhibit pilot replicates=0.0;DPM-DC inhibit pilot screen %=0.0
Cc1c(S(=O)(=O)Nc2cc(Cl)ccc2Cl)c(=O)n(C)c(=O)n1C	6%	5	0%	i	25%	6%	27%	6	11%
COc1ccc(CC(=O)NC2CCN(CC(=O)N3CCCc4ccccc43)CC2)cc1OC	6%	11	-1%	i	-1%	0%	4%	0	x
O=C(Oc1ccnc2cc(Cl)ccc12)N1CCOCC1	-9%	6	-3%	i	4%	-5%	10%	0	4%
CCn1c(SC)nnc1-c1sc2cc(Cl)ccc2c1Cl	5%	8	-4%	i	-22%	3%	-17%	10	6%
C=C(C)CN1C(=O)C(O)(CC(=O)c2ccc3c(c2)OCCO3)c2ccccc21 (stereo not drawn)	8%	10	1%	i	-12%	-27%	-22%	5	9%
C[N+]12CCC(CC1)C(OC(=O)C(O)(c1ccccc1)c1ccccc1)C2 (stereo not drawn)	14%	4	1%	i	2%	-4%	-8%	6	5%	PMK inhibit pilot replicates=0.0;MK inhibit pilot replicates=0.0;DPM-DC inhibit pilot screen %=0.0
COc1cc(C2Nc3cc(Cl)c(S(N)(=O)=O)cc3S(=O)(=O)N2)cc(OC)c1OC (stereo not drawn)	23%	13	-8%	i	-6%	0%	-17%	0	2%
Cc1cc(NS(=O)(=O)c2ccc(Cl)cc2)nn1CC(=O)NCc1ccco1	5%	5	-7%	i	-4%	1%	-1%	8	13%
CCOC(=O)c1sc2nc(CC(=O)OC)nc(NCc3ccco3)c2c1C	7%	16	1%	i	-4%	-1%	-10%	0	5%
CCS(=O)(=O)N1CCC(C(=O)NCCc2ccc(C)cc2)CC1	18%	24	2%	i	10%	-3%	9%	0	10%	PMK inhibit pilot replicates=2.5;MK inhibit pilot replicates=0.0;DPM-DC inhibit pilot screen %=0.0
O=C(NCc1ccncc1)c1cccc(Cn2cc(Br)cn2)c1	5%	11	-5%	i	-35%	31%	-16%	11	6%
CCn1cc(S(=O)(=O)CC(=O)Nc2ccc3c(c2)OCO3)c2ccccc21	9%	1	0%	i	8%	4%	14%	8	-17%
O=C1c2ccccc2C(=O)N1c1ccc(S(=O)(=O)N2CCN(c3ccccc3)CC2)cc1	6%	12	-1%	i	-1%	-9%	3%	0	4%
CCCn1c(CNC(=O)c2cccs2)nc2ccccc21	1%	3	-1%	i	-7%	7%	2%	9	-8%
O=C(c1ccc(F)cc1)N1CCN(Cc2ccccc2Br)CC1	8%	0	-4%	x	1%	1%	-9%	0	5%
O=C(NCCN1CCCC1)C1(S(=O)(=O)c2ccc(Cl)cc2)CC1	9%	10	2%	i	-6%	-2%	-8%	2	8%
CCC(=O)Nc1nonc1-c1nc2ccccc2n1N(C(=O)CC)C(=O)CC	-5%	7	-6%	i	54%*	0%	29%	6	10%
Fc1ccc(CSc2nnc(-c3cccs3)o2)cc1	16%	4	-3%	i	-11%	1%	-4%	8	14%
C=CCN(CC=C)c1nc2ccccc2nc1C(C#N)C(=O)OC(C)C (stereo not drawn)	8%	3	5%	i	12%	-8%	25%	4	1%
COc1ccc(C(=O)COC(=O)CSCc2c(C)noc2C)cc1OC	4%	21	-7%	i	-12%	-10%	-9%	1	3%
COc1ccc(C2C(C(=O)c3ccco3)=C(O)C(=O)N2CCc2ccccc2)cc1OC (stereo not drawn)	4%	0	-3%	i	-9%	-6%	-2%	7	x
CCOc1cc2[nH]c(=O)n(CCCCCC(=O)NCc3ccc4c(c3)OCO4)c(=O)c2cc1OCC	7%	6	2%	i	2%	8%	-3%	9	13%
O=c1c2cc(Cl)ccc2[nH]c(=S)n1Cc1ccco1	15%	8	-1%	i	-5%	27%	11%	9	x	PMK inhibit pilot replicates=0.0;MK inhibit pilot replicates=0.0;DPM-DC inhibit pilot screen %=3.0
O=C(NCc1ccco1)c1cccc(S(=O)(=O)N2CCCCC2)c1	16%	4	0%	i	0%	4%	-11%	6	10%	PMK inhibit pilot replicates=0.0;MK inhibit pilot replicates=0.0;DPM-DC inhibit pilot screen %=0.0
Cc1cc(C)nc(N(C#N)CC(=O)c2ccccc2)n1	-4%	6	3%	i	-1%	2%	-1%	8	11%
O=C(Nc1ccc2c(c1)OCO2)C1CCCCN1S(=O)(=O)c1ccc(F)cc1 (stereo not drawn)	13%	15	3%	i	6%	9%	4%	3	5%
COC(=O)c1nn(-c2ccc(-c3ccccc3)cc2)cc1O	8%	5	7%	x	11%	x	6%	10	3%	PMK inhibit pilot replicates=1.0;MK inhibit pilot replicates=0.0
Cc1occc1-c1nnc(SCCCC(=O)c2ccc(F)cc2)n1C	8%	3	3%	i	x	-3%	x	3	6%
COc1ccc(C(=O)OC(C)CN2CCOCC2)cc1OC (stereo not drawn)	1%	16	-8%	i	-1%	-3%	-10%	10	2%
Cc1cc(C)nc(SCc2nnc(SCC(=O)Nc3ncc(C)s3)n2Cc2ccco2)n1	8%	9	-3%	i	-15%	8%	1%	9	-1%	PMK inhibit pilot replicates=1.0;MK inhibit pilot replicates=1.0;DPM-DC inhibit pilot screen %=0.0
